SRC1 TRFRET art – TR-FRET detection interference compounds, primary screen, artefact control for PPARgamma SRC-1 recruitment agonists, biochemical, TR-FRET emission ratio; TR-FRET ratio at 8 µM; TR-FRET detection artefact counter-screen; stronger effect = higher value; 99,000 compounds, 0.34% hits; in the data active = TR-FRET ratio above about 2300; also: inactives centre near 1800
SRC3 TRFRET art – TR-FRET detection interference compounds, artefact control for PPARgamma SRC-3 recruitment agonists, biochemical, TR-FRET ratio | 99,000 compounds, 0.39% hits | TR-FRET artefact counter-screen, PPARgamma/SRC-3 format; stronger effect = higher value | TR-FRET ratio at 8 µM; in the data active = TR-FRET ratio above about 2000; also: inactives centre near 1600
Numbers without * were called inactive.

How did CC(=O)c1ccc(OCC(C)C)c(Cc2c(O)nc(N)[nH]c2=O)c1 do in these assays?
SRC1 TRFRET art: 1807; SRC3 TRFRET art: 1606

Results for O=C(N/N=C/c1ccc(O)cc1O)c1ccc(CN2C(=O)c3cccc4cccc2c34)cc1 ?
SRC1 TRFRET art: 1745; SRC3 TRFRET art: 1720

What do the screens show for `CCC(=O)N1N=C(c2ccc(NS(C)(=O)=O)cc2)CC1c1ccc(N(C)C)cc1` (centres undefined)?
SRC1 TRFRET art: 1781; SRC3 TRFRET art: 1525

What do the screens show for `Cc1ccc(S(=O)(=O)NN2C(=O)/C(=C/c3ccccn3)SC2=S)cc1`?
SRC1 TRFRET art: 1851; SRC3 TRFRET art: 1744

How did O=C(COC(=O)c1ccccc1C(=O)c1ccccc1)NCc1ccc(F)cc1 do in these assays?
SRC1 TRFRET art: 1996; SRC3 TRFRET art: 1619

Results for O=C(/C=C/c1ccc(Cl)cc1)Nc1nccs1 ?
SRC1 TRFRET art: 2123; SRC3 TRFRET art: 1638

How did CCc1ccccc1NS(=O)(=O)c1ccc2c(c1)NC(=O)CC(=O)N2 do in these assays?
SRC1 TRFRET art: 1710; SRC3 TRFRET art: 1766

How did COc1ccc(NC(=O)CN(Cc2ccccc2)S(C)(=O)=O)cc1OC do in these assays?
SRC1 TRFRET art: 1682; SRC3 TRFRET art: 1667

Results for Cc1cc(C)cc(NC(=O)C(=O)NCCCN2CCOCC2)c1 ?
SRC1 TRFRET art: 1716; SRC3 TRFRET art: 1809

Results for CSCCC(NS(=O)(=O)c1ccc2c(c1)c(=O)n(C)c(=O)n2C)C(=O)NC1CCN(Cc2ccccc2)CC1 (centres undefined) ?
SRC1 TRFRET art: 1944; SRC3 TRFRET art: 1752

What do the screens show for `CCCC12CN3CCN(CC(C3)/C1=N\NC(=O)c1ccccc1Cl)C2`?
SRC1 TRFRET art: 1589; SRC3 TRFRET art: 1332

What do the screens show for `CCn1cc(C(=O)NC2CCCCC2)c(=O)c2cc(S(=O)(=O)N(C)C)ccc21`?
SRC1 TRFRET art: 1761; SRC3 TRFRET art: 1487

How did CCN(CC)CCSc1nc(O)c(Cc2ccccc2)c(=O)n1-c1ccccc1 do in these assays?
SRC1 TRFRET art: 1697; SRC3 TRFRET art: 1514

How did CC(/C=N/NC(=O)CN1CCN(Cc2ccc(Cl)cc2)CC1)=C\c1ccco1 do in these assays?
SRC1 TRFRET art: 1741; SRC3 TRFRET art: 1459

What do the screens show for `C#CCNC(=O)C1=C[C@H](c2ccc(Br)cc2)C[C@H](OCc2ccc(CO)cc2)O1`?
SRC1 TRFRET art: 1634; SRC3 TRFRET art: 1690

How did CC1CC(OCC(O)CN2CCOCC2)CC(C)(C)C1 (centres undefined) do in these assays?
SRC1 TRFRET art: 1890; SRC3 TRFRET art: 1768

How did CCN(CC)S(=O)(=O)c1ccc(C(=O)OCn2c(SC)nnc(C)c2=O)cc1 do in these assays?
SRC1 TRFRET art: 1750; SRC3 TRFRET art: 1296

How did Cc1cc(C)cc(NC(=O)C(c2ccccc2)N2CCCC2)c1 (centres undefined) do in these assays?
SRC1 TRFRET art: 1620; SRC3 TRFRET art: 1388

What do the screens show for `Cc1ccc(OCC(=O)N2CCN(S(=O)(=O)c3ccc(Cl)cc3)CC2)c([N+](=O)[O-])n1`?
SRC1 TRFRET art: 1844; SRC3 TRFRET art: 1572

Results for COCCOC(=O)c1c(C)oc2cc(Br)c(OCC(N)=O)cc12 ?
SRC1 TRFRET art: 1940; SRC3 TRFRET art: 1579

Results for O=c1[nH]c(-c2ccc(F)cc2)nc2c1sc(=S)n2-c1ccccc1 ?
SRC1 TRFRET art: 1723; SRC3 TRFRET art: 1878

What do the screens show for `O=S(=O)(c1ccccc1)N1CCN(c2ccnc3cc(Cl)ccc23)CC1`?
SRC1 TRFRET art: 1819; SRC3 TRFRET art: 1610

Results for CN1CCN(C(=O)c2cc(COc3ccc(F)cc3Cl)on2)CC1c1ccccc1 (centres undefined) ?
SRC1 TRFRET art: 1659; SRC3 TRFRET art: 1323

What do the screens show for `COC(=O)CN1C(=O)N/C(=C/c2cc(Cl)c(OC)c(OC)c2)C1=O`?
SRC1 TRFRET art: 1715; SRC3 TRFRET art: 1602

How did Cc1ncc([N+](=O)[O-])n1CCOC(=O)c1ccccc1 do in these assays?
SRC1 TRFRET art: 1762; SRC3 TRFRET art: 1550

What do the screens show for `O=C(Nc1nc(-c2ccccn2)cs1)C1COc2ccccc2O1` (centres undefined)?
SRC1 TRFRET art: 1625; SRC3 TRFRET art: 1568

What do the screens show for `O=C(NC(=S)N1CCN(C2CCCCC2)CC1)c1ccccc1`?
SRC1 TRFRET art: 1979; SRC3 TRFRET art: 1504

What do the screens show for `CCNC(=O)CC1C(=O)N(c2ccc(F)cc2)C(=O)N1CCc1sccc1C` (centres undefined)?
SRC1 TRFRET art: 1802; SRC3 TRFRET art: 1608

How did O=C(CSc1nc2ccccc2c(=O)n1CCCN1CCOCC1)Nc1cccc(S(=O)(=O)N2CCCCCC2)c1 do in these assays?
SRC1 TRFRET art: 1730; SRC3 TRFRET art: 1516

How did CCN(Cc1ccccc1)C(=O)Cn1c(=O)oc2ccccc21 do in these assays?
SRC1 TRFRET art: 1596; SRC3 TRFRET art: 1511

What do the screens show for `O=C(CSc1nnc(CNc2ccc(F)cc2)n1Cc1ccco1)N1CCCC1`?
SRC1 TRFRET art: 1917; SRC3 TRFRET art: 1653

What do the screens show for `CC(C)Sc1nc2c(c(=O)[nH]c(=O)n2C)n1CC(O)COc1ccccc1` (centres undefined)?
SRC1 TRFRET art: 1780; SRC3 TRFRET art: 1550

What do the screens show for `Cc1ccc(N(CC(=O)N/N=C/c2cccnc2)S(=O)(=O)c2ccccc2)cc1`?
SRC1 TRFRET art: 1528; SRC3 TRFRET art: 1492

What do the screens show for `CN(C)Cc1cc(C(C)(C)c2cc(CN(C)C)c(O)c(CN(C)C)c2)cc(CN(C)C)c1O`?
SRC1 TRFRET art: 1898; SRC3 TRFRET art: 1468

How did Clc1ccc(CNC23CN4CN(CN(C4)C2)C3)c(Cl)c1 do in these assays?
SRC1 TRFRET art: 1890; SRC3 TRFRET art: 1558

Results for O=S(=O)(NC1=NCCCCC1)c1ccc(Cl)cc1 ?
SRC1 TRFRET art: 1591; SRC3 TRFRET art: 1540

Results for O=C(COC(=O)C1CC1)Nc1ccc2[nH]c(=O)[nH]c2c1 ?
SRC1 TRFRET art: 1858; SRC3 TRFRET art: 1791

Results for COc1ccc(/C=C/C(=O)NCCc2ccc(OC)c(OC)c2)cc1 ?
SRC1 TRFRET art: 1965; SRC3 TRFRET art: 1735

How did OCCNCCCCOc1cccc(Br)c1 do in these assays?
SRC1 TRFRET art: 1774; SRC3 TRFRET art: 1645

How did C=CCc1ccc(OCC(O)CN2CCN(Cc3ccc(Cl)cc3)CC2)c(OC)c1 (centres undefined) do in these assays?
SRC1 TRFRET art: 1663; SRC3 TRFRET art: 1329

What do the screens show for `O=C(Nc1ccccc1)C1=C[C@@H](c2ccc(Br)cc2)C[C@@H](OCc2ccc(CO)cc2)O1`?
SRC1 TRFRET art: 1883; SRC3 TRFRET art: 1456

How did COc1ccccc1NC(=S)N(Cc1ccc(Cl)cc1)CC1CCC(C(=O)O)CC1 (centres undefined) do in these assays?
SRC1 TRFRET art: 1950; SRC3 TRFRET art: 1687

Results for Cc1cc(C)cc(-n2ccnc2SCC(=O)O)c1 ?
SRC1 TRFRET art: 1775; SRC3 TRFRET art: 1363

Results for COc1ccc(N2CCN(Cc3nc4scc(-c5ccccc5)c4c(=O)[nH]3)CC2)cc1 ?
SRC1 TRFRET art: 1610; SRC3 TRFRET art: 1512

Results for COc1cc(NS(=O)(=O)c2ccc(NC(=S)NC(=O)c3cccs3)cc2)nc(OC)n1 ?
SRC1 TRFRET art: 1985; SRC3 TRFRET art: 1679

Results for Cc1ccc(C(=O)c2sc(Nc3ccccc3)c(C#N)c2N)cc1 ?
SRC1 TRFRET art: 1751; SRC3 TRFRET art: 1823

What do the screens show for `COc1ccc(-c2c[n+]3c(n2-c2ccccc2)SCC3)cc1OC`?
SRC1 TRFRET art: 1692; SRC3 TRFRET art: 1451

What do the screens show for `Cc1cc(C)nc(SCC(=O)N(C)C)n1`?
SRC1 TRFRET art: 1617; SRC3 TRFRET art: 1467

What do the screens show for `O=C1/C(=C/c2cccnc2)CCC/C1=C\c1cccnc1`?
SRC1 TRFRET art: 1879; SRC3 TRFRET art: 1395

What do the screens show for `Cc1ccc(C(=O)NNC(=O)CCCN2C(=O)/C(=C/c3ccccc3Cl)SC2=S)cc1`?
SRC1 TRFRET art: 1862; SRC3 TRFRET art: 1717

Results for O=C(COc1ccc([N+](=O)[O-])cc1)Nc1ccc2c(c1)OCO2 ?
SRC1 TRFRET art: 1977; SRC3 TRFRET art: 1443

How did CNC(=O)CSc1nnc(COc2ccc([N+](=O)[O-])cc2)n1C do in these assays?
SRC1 TRFRET art: 1365; SRC3 TRFRET art: 1619

Results for Brc1cc(/C=N/n2cnnc2)oc1Br ?
SRC1 TRFRET art: 1726; SRC3 TRFRET art: 1356

What do the screens show for `CC(=O)N/C(=C/c1ccc2c(c1)OCO2)C(=O)NCc1ccccc1`?
SRC1 TRFRET art: 1623; SRC3 TRFRET art: 1518

How did CCNC(=S)NCc1ccc(F)cc1 do in these assays?
SRC1 TRFRET art: 1888; SRC3 TRFRET art: 1404

What do the screens show for `COc1ccccc1-n1nc(C(=O)NCc2ccco2)c2ccccc2c1=O`?
SRC1 TRFRET art: 1701; SRC3 TRFRET art: 1611

How did Cc1c(C(=O)C(=O)N2CC=C(c3ccccc3)CC2)c2ccccc2n1C do in these assays?
SRC1 TRFRET art: 1721; SRC3 TRFRET art: 1306

What do the screens show for `CCN(CC)c1ccc(NC(=O)c2ccccc2OCC(=O)OC)cc1`?
SRC1 TRFRET art: 1953; SRC3 TRFRET art: 1679

Results for COc1ccc(OC)c(/C=N/NC(=O)C(=O)NCc2cccnc2)c1 ?
SRC1 TRFRET art: 1770; SRC3 TRFRET art: 1629

Results for O=C1CN(CC(=O)Nc2cccc(Cl)c2Cl)c2ccccc2N1 ?
SRC1 TRFRET art: 1783; SRC3 TRFRET art: 1560

Random excerpt: 4 records from the list, in no set order.
How did CCNC(=S)NCc1ccc(F)cc1 do in these assays?
SRC1 TRFRET art: 1888; SRC3 TRFRET art: 1404

What do the screens show for `CC(=O)N/C(=C/c1ccc2c(c1)OCO2)C(=O)NCc1ccccc1`?
SRC1 TRFRET art: 1623; SRC3 TRFRET art: 1518

Results for Brc1cc(/C=N/n2cnnc2)oc1Br ?
SRC1 TRFRET art: 1726; SRC3 TRFRET art: 1356

Results for COc1ccc(OC)c(/C=N/NC(=O)C(=O)NCc2cccnc2)c1 ?
SRC1 TRFRET art: 1770; SRC3 TRFRET art: 1629

Returning to the listing, repeating the 5 entries before the break.
What do the screens show for `COc1ccccc1-n1nc(C(=O)NCc2ccco2)c2ccccc2c1=O`?
SRC1 TRFRET art: 1701; SRC3 TRFRET art: 1611

How did Cc1c(C(=O)C(=O)N2CC=C(c3ccccc3)CC2)c2ccccc2n1C do in these assays?
SRC1 TRFRET art: 1721; SRC3 TRFRET art: 1306

What do the screens show for `CCN(CC)c1ccc(NC(=O)c2ccccc2OCC(=O)OC)cc1`?
SRC1 TRFRET art: 1953; SRC3 TRFRET art: 1679

Results for COc1ccc(OC)c(/C=N/NC(=O)C(=O)NCc2cccnc2)c1 ?
SRC1 TRFRET art: 1770; SRC3 TRFRET art: 1629

Results for O=C1CN(CC(=O)Nc2cccc(Cl)c2Cl)c2ccccc2N1 ?
SRC1 TRFRET art: 1783; SRC3 TRFRET art: 1560

What do the screens show for `Cc1cc(F)ccc1S(=O)(=O)N1CCCOC1CNC(=O)C(=O)NCCc1c[nH]c2ccccc12` (centres undefined)?
SRC1 TRFRET art: 1726; SRC3 TRFRET art: 1583

What do the screens show for `N#Cc1c(NC(=O)C2CC(c3c(F)cccc3Cl)=NO2)sc2c1CCC2` (centres undefined)?
SRC1 TRFRET art: 1875; SRC3 TRFRET art: 1440

How did COc1ccc(S(=O)(=O)N(C)CC(=O)Nc2ccc(C(N)=O)cc2)cc1OC do in these assays?
SRC1 TRFRET art: 1858; SRC3 TRFRET art: 1822

Results for CCN(CC)S(=O)(=O)c1cccc(-c2nnc(SCC(=O)NC)n2N)c1 ?
SRC1 TRFRET art: 1974; SRC3 TRFRET art: 1641

What do the screens show for `Cc1ccccc1NC(=S)N1CCN(Cc2ccccc2)CC1`?
SRC1 TRFRET art: 1733; SRC3 TRFRET art: 1544

Results for CCOC(=O)c1ccc[n+](C(C)C(=O)c2ccc(-c3ccccc3)cc2)c1 (centres undefined) ?
SRC1 TRFRET art: 1752; SRC3 TRFRET art: 1623

How did COc1ccc(N(CC(=O)Nc2ccccc2C(=O)N2CCOCC2)S(=O)(=O)c2ccc(F)cc2)cc1 do in these assays?
SRC1 TRFRET art: 1898; SRC3 TRFRET art: 1428

What do the screens show for `CC(C)(C)c1[nH]ncc1[N+](=O)[O-]`?
SRC1 TRFRET art: 1654; SRC3 TRFRET art: 1558

Results for CC(CN1CCCCC1)NC(=O)c1cc(-c2ccccn2)nc2ccc(Cl)cc12 (centres undefined) ?
SRC1 TRFRET art: 1871; SRC3 TRFRET art: 1409

How did CC(C)(C)NNC(=S)Nc1ccc(S(=O)(=O)N2CCOCC2)cc1 do in these assays?
SRC1 TRFRET art: 1899; SRC3 TRFRET art: 1533

How did O=C(O)C1Nc2c(O)cc(Cl)c([N+](=O)[O-])c2C2C=CCC12 (centres undefined) do in these assays?
SRC1 TRFRET art: 1580; SRC3 TRFRET art: 1488

Results for O=C(N/N=C/c1ccco1)C1CC1(c1ccccc1)c1ccccc1 (centres undefined) ?
SRC1 TRFRET art: 1787; SRC3 TRFRET art: 1723

Not all compounds are listed (hit frequency here may not be typical).
